# PPC-1+TRAIL kill = PPC-1 cancer cell killing with TRAIL present | PPC-1 cells + TRAIL, ATPLite viability luminescence | cell killing (% activity), % at 4 µM | 220,000 compounds, 0.41% hits;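 active = cell killing above 50% in the first pass at 4 µM, then a duplicate retest at 5 µM averaging 50% or more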;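 note: plate controls were cells with TRAIL plus DMSO for no effect and medium-only wells lacking cells for full effect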
# TRPML3 agonist = human mucolipin-3 channel agonism. HEK293 TRPML3-YFP, Fluo-8 calcium fluorescence; 100% = the carbachol control signal. AID 1448. 220,000 compounds, 0.29% hits. activation, % at 3 µM;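 active = activation above its plate's cutoff, the mean activation of the plate's test wells plus 3 SD, cut at about 12% in these data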;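 note: 0% = DMSO only wells and 100% = carbachol wells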
# Target sequence (Q8TDD5 whole entry, looked up): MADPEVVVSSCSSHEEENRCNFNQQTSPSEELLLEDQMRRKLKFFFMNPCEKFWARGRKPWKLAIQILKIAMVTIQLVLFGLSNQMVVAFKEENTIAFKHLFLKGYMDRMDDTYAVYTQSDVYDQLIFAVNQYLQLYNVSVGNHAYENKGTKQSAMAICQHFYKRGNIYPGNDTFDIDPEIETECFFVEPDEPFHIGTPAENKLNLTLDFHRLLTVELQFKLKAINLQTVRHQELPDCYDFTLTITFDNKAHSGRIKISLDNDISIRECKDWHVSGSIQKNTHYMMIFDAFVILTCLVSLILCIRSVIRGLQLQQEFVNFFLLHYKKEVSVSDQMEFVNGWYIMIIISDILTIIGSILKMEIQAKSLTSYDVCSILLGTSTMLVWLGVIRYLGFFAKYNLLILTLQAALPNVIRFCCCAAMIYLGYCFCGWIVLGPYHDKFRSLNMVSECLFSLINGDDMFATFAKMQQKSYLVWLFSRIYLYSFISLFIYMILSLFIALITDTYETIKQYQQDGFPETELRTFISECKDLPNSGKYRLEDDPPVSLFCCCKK
#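 Test system: HEK293 cells stably carrying human TRPML3-YFP; Doses: single dose, 3 µM final nominal compound, 0.3% DMSO final; Schedule: dye loading 1 h 37 °C then 30 min ambient, 125 s read; Technique: Fluo-8 calcium fluorescence; Benchmarks: high control carbachol 87 µM, low control DMSO.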
# CHOP inhibitor = CHOP inhibition in unfolded protein response; CHO-K1 CHOP-promoter luciferase, tunicamycin-induced, 15-18 h; inhibition, % at 10 µM; 220,000 compounds, 3.8% hits; AID 2732;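 active = compounds that reduced the stress-induced luciferase reporter signal by more than about 70% of percent inhibition, limit read from the data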;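 note: 0% = tunicamycin plus vehicle and 100% = wells without tunicamycin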
# Runt-SMMHC FRET = inhibitors of human RUNX1 Runt domain binding to CBFb-SMMHC | AID 1434 | Q01196+Q13951 | 220,000 compounds, 0.74% hits | inhibition, % at 20 µM | Cerulean-Runt/Venus-CBFb-SMMHC FRET ratio 530/480, 1 h;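 active = mean inhibition across duplicate retests at 20 µM reaching about 50%, limit read from the data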;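 note: 0% = DMSO wells and 100% = wells with excess untagged CBFb-SMMHC; inhibitors lower the FRET ratio by blocking Runt binding to CBFb-SMMHC; some results filed as inactive read as strong as hits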
# Mdm2 ligase inh = inhibitors of human Mdm2 E3 ubiquitin ligase. AID 1230. 210,000 compounds, 0.11% hits. signal enhancement, % at 5 µM. Q00987. cell-based MDM2 ubiquitination luciferase reporter, 2 h; 0 = plate control, 100 = twice control, blank-subtracted;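 active = signal enhancement of 30% or more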;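 note: luminescence tracks abundance of the self-degrading MDM2-luciferase fusion protein; higher signal means inhibition of MDM2 E3 ligase activity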
#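 Buffer or medium: Cells held in DMEM | Assay system: Stable mammalian line carrying autodegrading MDM2–luciferase fusion reporter | Quantity: 2000 cells/well | Times: 4 h settle plus 2 h compound, 37 °C | Doses: One concentration, 5 µM, with 0.2% DMSO | Technique: Luminescence with SteadyLite reagent, 15 min at room temperature | Benchmarks: Plate controls and plate blanks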
# TRPN1 ag = agonists of zebrafish TRPN1 channel; 220,000 compounds, 0.18% hits; HEK293 zebrafish TRPN1-YFP, Fluo-8 calcium fluorescence; 100% = response to 87 µM carbachol; activation, % at 3 µM;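 active = activation above its plate's cutoff, the mean activation of test wells on that plate plus 3 SD, cut at about 19% in these data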;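 note: 0% = DMSO alone and 100% = 87 µM carbachol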
#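 Material: zebrafish TRPN1-YFP in HEK293 cells; Doses: single test compound dose, 3 µM nominal, 0.3% DMSO; Timing: dye loading 1 h at 37 °C, then 30 min room temperature; Technique: intracellular calcium fluorescence with Fluo-8; Benchmarks: high carbachol 87 µM, low DMSO alone.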
# EBV gp42 inh = blocks Epstein-Barr virus glycoprotein 42 binding. Fluorescence polarization binding assay, mP read-out. AID 1085. inhibition, % (tested at 21.74 µM). Q1HVG2. 220,000 compounds, 0.42% hits; in the data active = inhibition above about 50%
# Target sequence (Q1HVG2 whole entry, looked up): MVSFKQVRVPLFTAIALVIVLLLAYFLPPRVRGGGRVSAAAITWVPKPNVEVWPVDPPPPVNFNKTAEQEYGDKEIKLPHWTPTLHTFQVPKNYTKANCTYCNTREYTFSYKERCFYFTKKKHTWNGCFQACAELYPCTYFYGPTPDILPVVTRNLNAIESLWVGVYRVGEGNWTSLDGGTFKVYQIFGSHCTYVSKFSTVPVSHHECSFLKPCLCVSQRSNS
# TNF death inh = inhibitors of TNF-alpha induced necroptosis in Jurkat FADD-/- cells; Jurkat FADD-/- TNF necroptosis rescue, ATP luminescence, 24 h; 0 = TNF only, 100 = no-TNF cells; activation (protection from cell death), % at 10 µM; 220,000 compounds, 0.068% hits; AID 463075;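 active = activation, meaning protection from cell death, of at least 50% relative to plate controls; inactive = activation below 50%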;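 note: necroptosis triggered by 40 ng/mL TNF-alpha added together with compound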
# p47phox inh = inhibitors of human p47phox binding; p47phox/p22phox peptide binding, fluorescence polarization, 2 h; inhibition, % at 24.7 µM; 220,000 compounds, 0.53% hits; AID 1274;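 active = inhibition above about 30%, limit read from the data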;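 note: 0% = p47phox with labelled peptide and 100% = labelled peptide alone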
# * hit, by the source's call; · = not tested or not shown.
SMILES,PPC-1+TRAIL kill,TRPML3 agonist,CHOP inhibitor,Runt-SMMHC FRET,Mdm2 ligase inh,TRPN1 ag,EBV gp42 inh,TNF death inh,p47phox inh
Cc1cc(N2CCCCC2)c(F)cc1[N+](=O)[O-],20,0.6,62,-4,-2,0.1,2,-0.2,13
O=S(=O)(Nc1ncccn1)c1ccc(-n2cnnn2)cc1,8,1.2,-4,-2,-1,0.9,-1,0.9,6
Cc1nnc2n(C3CCCCC3)c(=O)c3c4c(sc3n12)COC(C)(C)C4,0,0.2,38,1,-13,-0.1,-26,-1.6,0
COc1ccccc1NC(=O)C1=C(C)NC2=C(C(=O)CCC2)C1c1ccc2c(c1)OCO2 (centres undefined),6,-0.9,4,2,·,-0.2,-2,-13,-18
Cc1cccc(C(=O)N2CCc3cc(-c4nc(NC(=O)Cn5nnc6ccccc6c5=O)sc4C)ccc32)c1,6,1.7,49,-6,0,0.5,-23,4.6,5
O=C(Nc1ccc2[nH]c(=O)[nH]c2c1)Nc1ccc(F)cc1F,5,0.5,2,-18,-1,0.6,-1,0.0,·
C/C=N\NC(=O)COc1cc(C)ccc1C,2,0.5,3,0,-14,0.7,-3,-0.3,2
COc1cc(S(=O)(=O)N2CCCCC2)ccc1NC(C)=O,-18,0.7,13,3,-14,1.2,-32,0.6,-10
Cc1cccc(OC(=O)Cn2c(C(F)(F)F)nc3ccccc32)c1,16,-0.2,5,4,16,-1.6,-29,-1.9,-6
CCSc1nc(O)cc(=O)n1-c1ccc(OC)cc1,-8,0.4,-13,1,-10,0.4,14,0.8,0
CCOc1ccsc1C(=O)O,-2,0.9,2,-1,-4,1.0,-5,0.4,-8
CCOC(=O)N1CCN(C(=O)CN(c2ccccc2OC)S(=O)(=O)c2ccc(OC)cc2)CC1,0,0.3,-15,3,-1,1.2,6,0.7,-5

# Reprinted from the entries so far for reference:
SMILES,PPC-1+TRAIL kill,TRPML3 agonist,CHOP inhibitor,Runt-SMMHC FRET,Mdm2 ligase inh,TRPN1 ag,EBV gp42 inh,TNF death inh,p47phox inh
Cc1cc(N2CCCCC2)c(F)cc1[N+](=O)[O-],20,0.6,62,-4,-2,0.1,2,-0.2,13
O=S(=O)(Nc1ncccn1)c1ccc(-n2cnnn2)cc1,8,1.2,-4,-2,-1,0.9,-1,0.9,6
Cc1nnc2n(C3CCCCC3)c(=O)c3c4c(sc3n12)COC(C)(C)C4,0,0.2,38,1,-13,-0.1,-26,-1.6,0
COc1ccccc1NC(=O)C1=C(C)NC2=C(C(=O)CCC2)C1c1ccc2c(c1)OCO2 (centres undefined),6,-0.9,4,2,·,-0.2,-2,-13,-18
Cc1cccc(C(=O)N2CCc3cc(-c4nc(NC(=O)Cn5nnc6ccccc6c5=O)sc4C)ccc32)c1,6,1.7,49,-6,0,0.5,-23,4.6,5
O=C(Nc1ccc2[nH]c(=O)[nH]c2c1)Nc1ccc(F)cc1F,5,0.5,2,-18,-1,0.6,-1,0.0,·
C/C=N\NC(=O)COc1cc(C)ccc1C,2,0.5,3,0,-14,0.7,-3,-0.3,2
COc1cc(S(=O)(=O)N2CCCCC2)ccc1NC(C)=O,-18,0.7,13,3,-14,1.2,-32,0.6,-10
Cc1cccc(OC(=O)Cn2c(C(F)(F)F)nc3ccccc32)c1,16,-0.2,5,4,16,-1.6,-29,-1.9,-6
CCSc1nc(O)cc(=O)n1-c1ccc(OC)cc1,-8,0.4,-13,1,-10,0.4,14,0.8,0
CCOc1ccsc1C(=O)O,-2,0.9,2,-1,-4,1.0,-5,0.4,-8

# Later entries
SMILES,PPC-1+TRAIL kill,TRPML3 agonist,CHOP inhibitor,Runt-SMMHC FRET,Mdm2 ligase inh,TRPN1 ag,EBV gp42 inh,TNF death inh,p47phox inh
CCOC(=O)c1c(NC(=O)C2CCCCC2C(=O)O)sc2c1CCCCC2 (centres undefined),6,1.0,-11,-9,7,0.4,-9,-0.4,-13
O=C(CSc1ccc2nnc(-c3ccncc3)n2n1)Nc1nccs1,-4,-0.3,-6,0,-6,-0.3,-13,3.0,7
CCOC(=O)c1cnn(-c2ccc(NS(=O)(=O)c3ccc(Cl)cc3)cc2)c1C(F)(F)F,0,0.6,-5,1,-13,1.2,-10,1.2,-7
COc1ccc(OC2C(=O)N(Cc3ccc(F)cc3)C2c2ccc(OC)c(OC)c2)cc1 (centres undefined),5,-0.7,-27,-3,-12,-0.7,0,0.6,-12
CCN(Cc1ccccc1)C(=O)c1cc2c(=O)oc3ccc(C)cc3c2s1,10,-0.8,62,-10,0,0.4,-4,-1.7,-2
Cc1ccccc1NC(=O)Cn1c([N+](=O)[O-])cnc1C,-13,0.2,4,0,-10,0.0,1,2.2,-6
O=C(NNC(=O)c1ccc2ccccc2c1O)c1ccccc1Cl,24,0.3,59,0,3,0.4,-1,-1.4,-7
COc1ccc(N2CCN(c3nc4ccccn4c(=O)c3C=O)CC2)cc1,-11,0.6,-41,10,·,2.4,3,1.1,-9
COc1ccc(NC(=O)CNS(=O)(=O)c2cccc3nonc23)c(OC)c1,32,-0.3,1,2,2,-0.3,-14,0.9,3
OCCCCNCc1cc(Br)ccc1OCc1ccccc1F,20,0.6,1,3,0,-0.3,-17,1.9,·
Cc1cc(C(=O)CN2C(=O)C(=O)N(CC(C)C)C2=O)c(C)n1-c1ccccc1F,-20,2.3,7,1,-19,2.1,-8,1.1,-5
O=C(Nc1ccccc1)c1ccc(C(=O)Nc2ccccc2)nc1,16,0.8,53,3,-15,1.4,-10,0.0,-6
N#CCc1ccc(C(=O)c2ccccc2)s1,-7,0.8,56,-2,-1,-0.3,-13,-3.7,-17
Cc1sc2c(c1C)CN(C(C)(C)C)CN2C(=O)c1ccccc1,16,0.6,-21,-3,-4,0.0,-15,-1.6,-16
O=C(CN1CCCCCC1)Nc1ccc(Br)cc1Br,-25,1.1,85*,0,-7,0.4,-1,-1.3,-10
Nc1nnc(/C=C/c2ccccc2Cl)s1,39,0.6,25,0,-19,0.0,-8,-7.5,-8
CCn1c(=O)c2c(nc(SCc3ccccn3)n2C)n(C)c1=O,1,1.6,4,-3,-4,-0.3,-6,-3.6,-13
O=C(c1cc2ncc(Br)cn2n1)N1CCN(C(=O)c2ccco2)CC1,23,0.2,25,-2,-17,2.4,-12,-0.3,-10
CCCC(=O)c1ccc(N2CCN(C(=O)c3ccccc3Br)CC2)c(F)c1,14,3.6,74*,-5,-6,6.9,9,-14,-9
CC(=O)c1cc(C#N)c(SCc2ccccc2C#N)nc1C,-2,-0.2,43,-3,·,-1.7,-4,1.2,-5
CCOc1cccc2cc(C(=O)NCCC3=CCCCC3)c(=O)oc12,6,-0.1,32,-2,-5,0.5,-1,0.3,-7
CC(=O)NCCOc1cccc2cccnc12,17,0.5,10,0,-6,0.5,4,-0.7,-8
COc1cc2c(cc1C1NC(=S)NC(C)=C1C(N)=O)CCCC2 (centres undefined),·,0.2,15,·,-9,1.2,-12,-6.0,-10
CC(C)Nc1nc(NC(C)C)nc(C(=O)OCCO)n1,6,1.5,13,-3,-11,2.2,-10,1.0,-7
COC(=O)c1nn(-c2c(C)n(C)n(-c3ccccc3)c2=O)cc1O,-5,0.5,15,1,-4,-0.1,-9,-2.9,-3
OC1=C(O)c2nc3cc(F)ccc3nc21,14,0.3,0,-3,-4,0.0,15,-2.6,-10
CSc1cccc(NC(=O)CCNC(=O)c2ccco2)c1,-3,1.0,8,-2,3,1.8,-5,1.1,-10
Cc1csc(NC(=O)CCn2c(=O)oc3ccccc32)n1,-1,0.6,2,-2,4,0.5,-23,-0.6,2
Cc1cccc(OCC(=O)N2CCOCC2)c1,-7,0.4,9,-3,-10,0.9,-10,2.9,-14
Cn1nc(C(=O)NCc2ccco2)c2ccccc2c1=O,36,-0.2,12,-1,-9,-0.1,0,1.0,0
Cc1cccc(Nc2nc(N)c([N+](=O)[O-])c(NCc3ccco3)n2)c1,21,-1.1,96*,10,-7,-3.5,9,-0.3,-17
Cc1ccccc1OC(C)c1nc(-c2ccccc2)no1 (centres undefined),-2,0.6,32,1,-2,-0.3,2,8.6,-7
Cc1ccc(CNC(=O)C(Cc2ccccc2)NS(=O)(=O)c2ccc3c(c2)CCC(=O)N3)cc1 (centres undefined),10,0.1,50,1,-14,-0.5,-7,-3.1,-3
O=C(COC(=O)CCC(=O)c1cccs1)NCc1ccco1,-12,-0.4,26,-2,15,1.1,38,-4.4,-15
Cn1nnnc1SCc1cc(=O)n2ccsc2n1,17,0.5,7,-3,-8,0.2,-1,-0.2,-10
COc1cccc2[nH]c3c(N4CCN(Cc5ccc6c(c5)OCO6)CC4)ncnc3c12,8,-0.4,55,-8,·,0.3,3,-1.7,-13
C=CCn1c(SCC(=O)Nc2cc(C)ccc2OC)nnc1-c1ccco1,-10,-0.8,-6,2,-25,-1.0,-5,1.1,0
Cc1ccc(CN2CCN(/N=C/c3ccco3)CC2)c(C)c1,14,-0.3,14,4,6,0.6,-19,-0.7,-21
COc1ccc(-c2cc(C(=O)Nc3cc(C)n(Cc4ccc(Cl)cc4)n3)no2)cc1OC,8,0.8,13,-7,-18,3.6,7,-4.8,-23
Cc1ccc(-c2nnn(CC(=O)Nc3ccc4nn(-c5ccccc5)nc4c3)n2)o1,8,0.8,21,-3,-14,1.0,-24,1.8,-19
O=C(O)Cc1ccc(NC(=O)C2CC=CCC2C(=O)O)cc1 (centres undefined),14,1.1,6,0,-2,2.7,-11,-3.7,1
CCOP(=O)(OCC)/C(=N/OC(=O)c1cccc([N+](=O)[O-])c1)C(N)=O,11,0.3,3,-1,-17,0.6,-2,1.5,-5
COc1ccc2nc(NC(=O)C(NS(=O)(=O)c3cccs3)C(C)C)sc2c1 (centres undefined),-6,-0.5,-12,-5,0,-1.3,-19,0.9,-25
CCOC(=O)C1(CCc2ccccc2)CCN(C(=O)CN2CCOC2=O)CC1,-4,0.2,-9,0,1,0.7,2,0.8,-8
CCN1CCN(c2ncnc3c2cnn3-c2ccc(Cl)cc2)CC1,8,·,-13,2,-16,·,-21,14,4
CC1=C(C#N)C(C)C2=C(CC(C)(C)CC2=O)N1 (centres undefined),21,0.8,28,50*,-12,1.0,-14,1.0,-8
c1coc(-c2nnc(-c3cccs3)o2)c1,22,1.7,25,2,-8,1.0,-11,-1.5,-7
O=Cc1c[nH]c2ccc(S(=O)(=O)N3CCOCC3)cc12,-20,0.6,-10,4,-3,-0.1,-2,-0.8,-4
